RECQ1 inh = inhibitors of human RECQ1 DNA helicase; RECQ1 DNA unwinding, red fluorescence kinetic read; Potency, µM (doses to about 57.3 µM), for the others: at the top dose activity, negative = inhibition, actives largely listed as inhibitors; actives 0.54% (n = 240,000);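 note: plate controls were vehicle for no effect and no enzyme for full effect; nearly all actives have a fitted effect of over 30% in size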
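RECQ1T1 50 nM; forked duplex (20 bp + 30-nt ss tails) 200 nM, ATP 2 mM final; pH 8.0, 2 mM MgCl2, 2.5 ug/ml poly(dI-dC); 15 min compound preincubation; discontinuous kinetic read over 2 h at RT.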
L3MBTL1 block = blocks human L3MBTL1. Q9Y468. actives 0.66% (n = 230,000). AlphaScreen L3MBTL1–H3K9me1 peptide binding. Potency, µM (highest dose often 57.1 µM), without a hit: top-dose activity, negative = inhibition, actives largely listed as inhibitors; note: % is set by controls: 0 for no effect and ±100 for the full control effect; nearly all actives have a fitted effect of over 60% in size
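L3MBTL1 (50 nM) pre-complexed 30 min with biotinylated H3(1-15)K9me1 peptide (75 nM), then compounds added for 30 min at room temperature; AlphaScreen streptavidin donor/nickel chelate acceptor beads (10 ug/mL final) read after 30 min dark incubation.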
JMJD2E inh = JMJD2E (human) inhibition; Potency, µM (top dose mostly 57.1 µM), for the others: top-dose activity change, negative = inhibition, most hits filed as inhibitors; actives 1.6% (n = 230,000); AID 2147; JMJD2E catalytic domain, FDH-coupled NADH fluorescence (FDH is formaldehyde dehydrogenase); B2RXH2; active = well fitted inhibition curve with a large enough effect, not every such curve was filed as active; inconclusive = small, poorly fitted or top-dose-only effect, or another doubt; inactive = no such curve, though single readings can be large or run the other way;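 note: 0% = wells with enzyme and -100% = buffer wells without enzyme; nearly all actives have a fitted effect of over 50% in size; many of its hits are not listed in these tables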
Target sequence (B2RXH2 1-337 limits assumed): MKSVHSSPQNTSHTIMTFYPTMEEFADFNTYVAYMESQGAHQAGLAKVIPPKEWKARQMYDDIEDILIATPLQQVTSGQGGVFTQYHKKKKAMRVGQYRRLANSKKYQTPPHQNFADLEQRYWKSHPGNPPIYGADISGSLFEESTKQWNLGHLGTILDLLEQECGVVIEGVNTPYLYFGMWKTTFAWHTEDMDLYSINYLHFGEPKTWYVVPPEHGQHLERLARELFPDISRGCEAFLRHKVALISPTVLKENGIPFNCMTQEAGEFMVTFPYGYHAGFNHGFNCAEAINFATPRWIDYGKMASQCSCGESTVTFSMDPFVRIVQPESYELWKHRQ
SMN2 splice up = enhancers of SMN2 splice variant expression. Potency, µM (titrated, usually from 46.1 µM), for the others: top-dose activity change, positive = activation, usual class: activators. HEK293 SMN2-luciferase splicing reporter, luminescence, 30-36 h. actives 2.8% (n = 210,000); note: % of control where 0% means no effect; nearly all actives have a fitted effect of over 55% in size
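HEK293 cells carry an SMN2 minigene-luciferase reporter in which exon 7 inclusion puts luciferase in frame. Cells were seeded at 2000 cells/well, attached for 10-12 hours, then exposed to compounds for 30-36 hours at 37C before ONE-Glo luminescence.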
Lamin A splicing = modulators of lamin A splicing; HeLa LMNA splicing GFP/RFP minigene ratio, 48 h; Potency, µM (doses to about 46.1 µM), for the others: at the top dose ratio change, negative = inhibition, hits mostly inhibitors; actives 0.01% (n = 200,000); AID 1487; active = well fitted inhibition curve with a large enough effect in the signal ratio, with a control signal flat, not every such curve was filed as active; inconclusive = small, poorly fitted or top-dose-only effect, or effect the other way, or a change in a side signal; the % refers to the signal ratio; note: % is set by controls: 0 for no effect and ±100 for the full control effect
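Read-out is the ratio of GFP to DsRed2 object intensity, acquired by 488 nm laser-scanning cytometry on HeLa lamin A-EGFP minigene reporter cells. Compound incubation 48 hrs at 37 °C in Opti-MEM with 2% FBS; DMSO 0.5% final.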
Luc counter = blocks Kinase-Glo luciferase, a counter-screen artifact | Q27757 | AID 1379 | actives 0.28% (n = 200,000) | Potency, µM (titrated, usually from 38.3 µM), inactives show at the highest dose activity change, negative = inhibition, actives largely listed as inhibitors | Kinase-Glo luciferase, ATP luminescence, 8 min; note: % is set by controls: 0 for no effect and ±100 for the full control effect; nearly all actives have a fitted effect of over 60% in size
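Compound is pinned into ATP-containing buffer (10 uM ATP, imidazole pH 7.2, 7 mM MgCl2). Kinase-Glo luciferase reagent is then added. Light output is recorded following an 8-min room-temperature incubation.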
ALDH1A1 block = inhibitors of human aldehyde dehydrogenase 1A1; P00352; actives 7.3% (n = 220,000); Potency, µM (titrated, usually from 75.3 µM), inactives show at the highest dose activity, negative = inhibition, usual class: inhibitors; Purified ALDH1A1, NADH fluorescence, propionaldehyde substrate; AID 1030; active = well fitted inhibition curve with a large enough effect, not every such curve was filed as active; inconclusive = small, poorly fitted or top-dose-only effect, or another doubt; inactive = no such curve, though single readings can be large or run the other way;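 note: plate controls were no enzyme wells and a reference inhibitor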
Target sequence (P00352 whole entry, looked up): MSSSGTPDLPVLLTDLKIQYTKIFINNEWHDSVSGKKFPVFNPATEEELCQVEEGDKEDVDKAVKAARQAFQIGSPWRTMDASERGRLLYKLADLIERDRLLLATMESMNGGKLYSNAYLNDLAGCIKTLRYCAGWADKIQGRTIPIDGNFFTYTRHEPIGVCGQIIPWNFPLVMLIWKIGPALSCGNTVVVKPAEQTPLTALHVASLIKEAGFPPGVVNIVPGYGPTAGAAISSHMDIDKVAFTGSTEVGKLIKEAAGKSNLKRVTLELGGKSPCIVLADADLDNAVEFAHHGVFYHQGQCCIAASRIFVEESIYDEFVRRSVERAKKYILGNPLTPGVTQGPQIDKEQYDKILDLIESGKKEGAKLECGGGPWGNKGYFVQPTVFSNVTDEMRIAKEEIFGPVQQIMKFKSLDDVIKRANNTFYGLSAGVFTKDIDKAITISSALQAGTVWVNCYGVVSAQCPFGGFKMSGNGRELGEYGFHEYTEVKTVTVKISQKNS
Tau ThT inhib = inhibitors of human tau fibril formation, thioflavin T binding; Potency, µM (top dose mostly 57.4 µM), for the others: at the highest dose activity, negative = inhibition, actives largely listed as inhibitors; actives 2.1% (n = 270,000); recombinant tau K18 P301L, heparin-induced fibrillization, ThT fluorescence; P10636; AID 1460; note: % is set by controls: 0 for no effect and ±100 for the full control effect; nearly all actives have a fitted effect of over 55% in size
Target sequence (P10636 561-689 P618L limits assumed): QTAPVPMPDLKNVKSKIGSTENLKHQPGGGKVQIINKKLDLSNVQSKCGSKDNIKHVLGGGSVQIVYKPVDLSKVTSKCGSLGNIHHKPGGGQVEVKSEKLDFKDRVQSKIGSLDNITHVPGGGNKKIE
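Fibril formation assay: tau K18 P301L at 15 uM with trace Alexa 594 label, heparin inducer 20 uM, pH 7 sodium acetate buffer, 37 C for 6 hr; endpoint ThT signal.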
* = called active by the depositor; i = inactive; ? = inconclusive; · = not tested or not shown; [ ] = remark or other dose. Unless noted, calls come from the whole dose curve; as a rule, active = well fitted curve in the direction sought with a large enough effect; inconclusive = small, poorly fitted or top-dose-only effect, or another doubt; inactive = no such curve, though single readings can be large; an effect the other way counts as inactive or inconclusive. Potency is the fitted concentration of half-maximal effect. This is a subset; the hit share may differ from the screen's.

Structure,Lamin A splicing,L3MBTL1 block,RECQ1 inh,ALDH1A1 block,SMN2 splice up,Luc counter,JMJD2E inh,Tau ThT inhib
NC(=O)c1nsnc1-c1ccccc1O,-2%,-2%,-6%,-6%,5%,-5%,-10%,1%
c1ccc(CN2CCOCCOCCOCCOCCOCCOCC2)cc1,·,·,-8%,13%,-3%,-1%,10%,-14%
Cc1cc(C)c(C(=O)COc2cccnc2[N+](=O)[O-])cc1C,-5%,·,-16%,1.6µM*,-21%,-5%,-14%,14µM*
CC(C)OC(=O)c1cccnc1SCc1cc(=O)n2ccccc2n1,-2%,2%,-9%,?,-1%,9%,?,-25%
Cc1cc(Cl)ccc1OCCCC(=O)NCCN1C(=O)S/C(=C\c2cccnc2)C1=O,-20%,-4%,-1%,7%,-99%[inhibitor],-2%,7%,0%
O=C(c1cccc([N+](=O)[O-])c1)N1CCN(C(=O)c2ccco2)CC1,-6%[46 µM],-1%[11.4 µM],i,-8%,1%,0%,2%,3%
COC(=O)c1c(NC(=O)Cc2ccccc2)sc(C)c1C,3%,·,-8%,-14%,-11%,-1%,-18%,?
COc1ccc(C(=O)c2ccccc2)c(OCC(=O)N(C)C)c1,18%[46 µM],-4%,i,-3%,2%,2%,-2%,7%
CCN(CC)S(=O)(=O)c1cccc(NC(=O)COC(=O)CCc2nc3ccccc3s2)c1,9%,0%,-3%,6%,-3%,2%,-5%,-11%
CCCCCCP(=O)(O)c1ccccc1,4%,6%,-2%,-2%,-17%,2%,0%,-2%
Cc1cc(NC(=O)C2CCN(S(=O)(=O)c3cnc[nH]3)CC2)ccc1Br,-3%,·,-5%,12%,-26%,2%,0%,6%
COc1ccc(OC)c(S(=O)(=O)N2Cc3ccccc3CC2C(=O)O)c1 (stereo unspecified),-11%,-28%[11.4 µM],7%,-8%,·,3%,-19%,-2%
Cc1noc(C)c1CSc1nnc(-c2cccnc2)n1C1CCCCC1C (stereo unspecified),21%,-2%,-1%,-12%,1%,-7%,-4%,-4%
COc1cc(/C=C/C(=O)OCC(=O)Nc2sc3c(c2C#N)CCC(C)C3)ccc1OCC#N (stereo unspecified),11%[46 µM],-8%,i,?,4%,-1%,?,-11%
Cc1ccccc1C(=O)N1CCN(C(c2ccccc2)c2ccccc2)CC1,·,-15%,0%,·,·,·,-1%,?
CC1=C(C(=O)OC(C)C)C(c2ccccc2Cl)CC(=O)N1 (stereo unspecified),7%,0%[11.4 µM],i,-14%,7%,2%,-4%,-1%
Cc1ccc(NC(=O)c2ccco2)c(NC(=O)C2CCCO2)c1 (stereo unspecified),4%[46 µM],-2%[11.4 µM],i,3%,3%,0%,-11%,-2%
CCn1c2ccccc2c2cnc(N=CN(C)C)c(C#N)c21,-10%,-5%,-13%,?,-20%,2%,?,-17%
COc1ccc(NC(=O)N2CCOCC2)cc1OC,-3%,·,-5%,11%,?,-5%,-6%,-5%
O=c1cc(-c2ccc(O)cc2O)oc2ccccc12,·,·,-5%,9%,·,-1%,?,-18%
CCCCn1c(CN2CCN(c3cccc(Cl)c3)CC2)nc2c1c(=O)n(C)c(=O)n2C,?,-19%,-10%,16µM*,-58%[inhibitor],-1%,?,-8%
O=c1cc(N2CCOCC2)[nH]c(=O)n1-c1ccc(Cl)cc1,1%,·,-9%,17%,-5%,1%,-2%,-4%
O=C(CNC(=O)c1ccccc1Cl)OC1CCOC1=O (stereo unspecified),·,-18%,-10%,?,10%,2%,-3%,-3%
O=C(CNS(=O)(=O)c1ccccc1)NNC(=O)C(Cl)Cl,·,12%,i,6%,2%,4%,1%,-8%
Cc1ccc(C)c(NC(=S)/C(=C(\[O-])c2ccc(OC(F)F)cc2)[n+]2ccccc2)c1,-12%[46 µM],-15%,1%,?,-10%,-1%,-2%,?
Cc1ccc(C)c(OCc2nc(-c3cccnc3)no2)c1,-6%,14%,-8%,?,·,-1%,0%,-16%
CCN(CC)c1ncnc2c1cnn2Cc1ccc(Cl)cc1,-21%[46 µM],17%,0%,5%,·,-2%,5%,-9%
Nc1cccc(S(=O)(=O)Nc2ccccc2)c1,6%[46 µM],0%,1%,1%,·,4%,3%,-7%
CCNC(=O)N1CCNC(=O)C1CC(=O)OC (stereo unspecified),-9%,·,6%,-14%,·,5%,2%,-2%
CCCOC(=O)c1ccc(NC(=O)c2cc(Cl)ccc2OC)cc1,-6%,19%,-4%,?,-18%,4%,13%,-11%
Cc1cc(Nc2ccccc2)n(-c2ccccc2)n1,28%,4%,-20%,-1%,3%,-5%,-4%,-3%
CCOC(=O)Cc1nc2ccccc2o1,·,·,-8%,-1%,16%,-2%,6%,-8%
COc1ccccc1C(=O)N1CCCN(C(=O)c2ccccc2OC)CC1,-14%,-2%[11.4 µM],-4%,8%,26%,3%,-7%,-7%
CCOc1ccc(NC(=O)CSc2nnc(-c3ccccc3)n2N)cc1,9%,37%,-5%,5%,6%,-3%,0%,-6%
COc1ccc(/C=N/N=C/c2ccc(OC)c(O)c2)cc1O,5%,-2%,i,-13%,0%,-4%,-3%,?
NC(=O)c1ccccc1NC(=O)CCCN1C(=O)CCC1=O,-18%,-2%,-6%,11%,1%,1%,1%,-4%
C#CCn1c(=NC(=O)c2ccc(Br)s2)sc2cc(NC(C)=O)ccc21,-9%,18%,-2%,8%,5%,-5%,?,17%
Fc1ccc(-n2cc(CNCCc3ccncc3)c(-c3ccccc3Cl)n2)cc1,?,-7%,9%,12%,·,0%,-7%,-8%
Cc1cc(C)n2nc(CC(=O)NC3CCCCCCC3)nc2n1,9%,0%,14%,3%,-10%,-3%,1%,-12%
COc1cccc(/C=N/NC(=O)c2[nH]c(C)c(C(=O)N/N=C/c3cccc(OC)c3O)c2C)c1O,?,·,-7%,2%,·,1%,25µM*,?
COc1cccc(OC)c1C(=O)Nc1cc(Cl)ccc1N1CCOCC1,-5%,5%,-1%,-4%,4%,1%,3%,-10%
c1ccc(CN2CCOCCOCCOCC2)cc1,·,-1%,-1%,·,·,·,-9%,-5%
O=C(O)COc1c(-c2ccc(Cl)cc2)oc2ccccc2c1=O,·,5%[11.4 µM],i,-14%,7%,1%,-4%,-9%
O=C1S/C(=C\c2ccc(N3CCOCC3)o2)C(=O)N1Cc1ccc(F)cc1,?,-3%,-5%,8.9µM*,-31%[inhibitor],-7%,-1%,-16%
Cc1ccc(C)c(Cn2c(C(=O)OC(C)C)cc3c2ccn3C)c1,-2%,-15%,-11%,?,-22%,4%,?,?
Cc1c(CNC(=O)c2nn3c(c2Cl)NC(c2ccccc2)CC3C(F)(F)F)cnn1C (stereo unspecified),?,0%,-7%,11%,-32%[inhibitor],13%,?,8%
Cc1nn(-c2ccccn2)c2c1C(c1ccccc1Cl)C1=C(N2)c2ccccc2C1=O (stereo unspecified),-3%,?,-4%,?,-28%,-4%,-28%,?
Cc1cc(NC(=O)CSc2nnc(N)s2)c([N+](=O)[O-])cc1C,·,·,0%,?,15%,0%,2%,-20%
CCn1cc(-c2cc(C(F)(F)F)n3nc(C(=O)O)cc3n2)c(C)n1,1%,-6%,24%,0%,-6%,-1%,?,-11%
COC(=O)c1ccccc1NC(=O)CSc1nnnn1C1CCCCC1,-2%,4%,-5%,?,1%,0%,-2%,-9%

Carrying on:
Structure,Lamin A splicing,L3MBTL1 block,RECQ1 inh,ALDH1A1 block,SMN2 splice up,Luc counter,JMJD2E inh,Tau ThT inhib
CCn1c(=O)c([N+](=O)[O-])c(Cl)c2ccccc21,?,4%,-3%,?,·,-4%,4%,?
CCOc1cc(-c2noc(CCC(=O)Nc3cccnc3)n2)ccc1OC,?,3%,i,-10%,-7%,-2%,2%,0%
CCC(C)(C)NC(=O)/C=C/c1cc(OC)c(OC)c(S(=O)(=O)N2CCc3ccccc32)c1,16%[46 µM],·,-7%,1%,-8%,1%,6%,-6%
COc1ccc(N2C(=O)CC(Sc3n[nH]c(-c4ccc(C)cc4)n3)C2=O)cc1 (stereo unspecified),?,4%,i,0.79µM*,?,2%,-12%,?
O=C(COc1ccc2c(c1)OCO2)Nc1ccccc1C(F)(F)F,?,-12%,i,9%,?,4%,-3%,-8%
CCN(CC)C(=O)CN(c1cccc(OC)c1)S(=O)(=O)c1ccc(C)cc1,-1%,·,13%,?,37%,-3%,4%,-9%
CC(NC(=O)CN1CCC(C(N)=O)CC1)c1ccccc1 (stereo unspecified),-3%,0%,-15%,3%,0%,-2%,5%,4%
FC(F)(F)c1cc(NC(=S)Nc2ccc3ccccc3c2)cc(C(F)(F)F)c1,·,·,-4%,-2%,4%,0%,?,-15%
CN1CCN(C(CNS(=O)(=O)c2ccc(Cl)cc2)c2cccnc2)CC1 (stereo unspecified),-7%,-6%,-2%,-4%,9%,2%,-2%,0%
CCCCCC(=O)c1c(C)[nH]c(C(=O)OCC)c1C,7%,-9%,-18%,?,-1%,-3%,0%,?
Cc1cc(C(=O)C(=O)N(C)C)c(C)n1-c1ccc(Cl)c(Cl)c1,?,-5%,-3%,30%[activator],-16%,1%,8%,-6%
CCOC(=O)c1cccnc1SC(CC)C(=O)N1CCOCC1 (stereo unspecified),0%,0%,i,5%,9%,5%,0%,-19%

Sorted by the number under RECQ1 inh (smallest number first): some entries from above.
structure | Lamin A splicing | L3MBTL1 block | RECQ1 inh | ALDH1A1 block | JMJD2E inh | Tau ThT inhib
CCC(C)(C)NC(=O)/C=C/c1cc(OC)c(OC)c(S(=O)(=O)N2CCc3ccccc32)c1 | 16%[46 µM] | · | -7% | 1% | 6% | -6%
CCn1c(=O)c([N+](=O)[O-])c(Cl)c2ccccc21 | ? | 4% | -3% | ? | 4% | ?
CCN(CC)C(=O)CN(c1cccc(OC)c1)S(=O)(=O)c1ccc(C)cc1 | -1% | · | 13% | ? | 4% | -9%
